# m5-HT2A agonist = mouse HTR2A agonism via beta-arrestin recruitment. CHO-K1 mHTR2A beta-arrestin complementation, luminescence; percent of 30 µM serotonin response. activation, % at 7.6 µM. hit rate 0.66% among 360,000. AID 624169;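 active means activation above a run cutoff, the mean activation of all tested compounds plus 3 SD, cut at about 14% in these data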;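 further: 0% = plate median of compound wells and 100% = 30 µM serotonin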
# Target sequence (P35363 whole entry, looked up): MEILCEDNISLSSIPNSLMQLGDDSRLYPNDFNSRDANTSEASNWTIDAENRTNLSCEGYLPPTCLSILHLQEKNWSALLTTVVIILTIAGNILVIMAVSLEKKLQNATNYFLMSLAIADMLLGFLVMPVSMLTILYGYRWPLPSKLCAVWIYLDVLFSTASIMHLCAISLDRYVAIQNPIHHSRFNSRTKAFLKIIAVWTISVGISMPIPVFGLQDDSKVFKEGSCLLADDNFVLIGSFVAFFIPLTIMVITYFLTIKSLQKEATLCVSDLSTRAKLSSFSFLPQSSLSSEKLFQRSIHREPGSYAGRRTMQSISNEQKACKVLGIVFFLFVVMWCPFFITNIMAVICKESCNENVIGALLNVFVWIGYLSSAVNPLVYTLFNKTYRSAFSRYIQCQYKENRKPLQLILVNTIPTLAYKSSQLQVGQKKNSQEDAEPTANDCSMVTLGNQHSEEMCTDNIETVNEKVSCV
# H9c2 protect = myocardial damage modulation in H9c2 cells; H9c2 cardiomyocytes, H2O2 injury protection, ATPLite, 2 h; protection from H2O2 cell death, % at 20 µM; hit rate 0.63% among 360,000; AID 588492;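 active means compounds giving at least 50% protection of heart cells from peroxide-induced death in the single-dose screen, raw or plate-pattern-corrected value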;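 further: 0% = DMSO wells with peroxide and 100% = DMSO wells without peroxide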
# ABCB6 inh MLPCN = human ABCB6 transporter inhibition; K562-ABCB6 porphyrin accumulation, flow cytometry, 1 h; stronger effect = lower value; fluorescence ratio to DMSO, % at 10 µM; hit rate 0.19% among 360,000;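 active means fluorescence ratio to DMSO below 75%, the collection mean minus 3 SD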;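 further: signal is porphyrin accumulated inside mitochondria; 100% equals median channel fluorescence of DMSO control wells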
# N-glyco inh = N-linked glycosylation inhibition. hit rate 0.23% among 360,000. reporter increase, % at 12.5 µM. D54 ERlucT glycosylation luciferase reporter, 24 h; percent of 100 nM tunicamycin response. AID 588692;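 active means mean luciferase reporter signal, scaled so untreated is 0 and the glycosylation-blocking control 100, at or above a set limit in every replicate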;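 further: luciferase carries N-glycosylation sites so blocking glycosylation raises the light; 0% = median of neutral control wells and 100% = median of 100 nM tunicamycin wells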
# CaV13 ICDI inh = Primary screen for inhibitors of IQ motif and Ca2+-dependent inactivation inhibitor domain binding in CACNA1D, Förster resonance energy transfer in living cells, … | AID 743397 | HEK cells, CFP/YFP FRET ICDI-IQ, plate reader, 10 min; percent FRET-ratio fall versus neutral wells | hit rate 0.098% among 340,000 | inhibition, % at 12.3 µM;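 active means mean replicate inhibition of at least 30% and at least 1% of replicates passing that level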;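 further: 0% = median of the neutral control wells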
# MC4R antag cAMP = human MC4R antagonism in cAMP assay. hit rate 0.48% among 360,000. MC4R-expressing cells, MTII-stimulated cAMP, LANCE TR-FRET. P32245. inhibition, % at 6.5 µM;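 active means inhibition above its plate's cutoff, the mean of tested wells on that plate plus 3 SD, cut at about 29% in these data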;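 further: 0% = Melanotan II alone and 100% = Melanotan II plus saturating MCL0020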
#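 Test system: U2OS cells stably expressing human melanocortin 4 receptor (MC4R); also added: Melanotan II challenge; compound: 6.5 µM single dose; timing: 30-min compound preincubation, 1-h Melanotan II challenge, 1-h detection, room temperature; signal: Eu-cAMP/anti-cAMP TR-FRET, emission 671 nm; repeats: one well per compound, no replicates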
# ABHD5-PLIN5 inh = inhibitors of human ABHD5-perilipin-5 interaction; AID 602281; hit rate 0.78% among 360,000; Split G. princeps luciferase complementation, luminescence, 4 h; inhibition, % at 4 µM; Q00G26+Q8WTS1;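 active means inhibition above the mean inhibition across every tested compound plus 3 SD, cut at about 22% in these data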;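 further: 0% = DMSO only wells and the 100% control is not disclosed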
# Exocytosis inh = blocks lytic granule exocytosis. TALL-104 LAMP-1 surface exposure, flow cytometry; cells stimulated with thapsigargin and PMA. inhibition, % at 10 µM. AID 651702. hit rate 0.66% among 360,000;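 active means inhibition above about 55%, limit read from the data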
# PDI turbidity = PDI (human) enzyme inhibition; PDI insulin aggregation turbidity, A650, 90 min; hit rate 0.052% among 350,000; inhibition, % at 10 µM;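 active means mean inhibition across replicates of 30% or more, whatever share of single replicates reach that level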;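 further: absorbance from insulin aggregation driven by PDI reduction with DTT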
# Target sequence (P07237 whole entry, looked up): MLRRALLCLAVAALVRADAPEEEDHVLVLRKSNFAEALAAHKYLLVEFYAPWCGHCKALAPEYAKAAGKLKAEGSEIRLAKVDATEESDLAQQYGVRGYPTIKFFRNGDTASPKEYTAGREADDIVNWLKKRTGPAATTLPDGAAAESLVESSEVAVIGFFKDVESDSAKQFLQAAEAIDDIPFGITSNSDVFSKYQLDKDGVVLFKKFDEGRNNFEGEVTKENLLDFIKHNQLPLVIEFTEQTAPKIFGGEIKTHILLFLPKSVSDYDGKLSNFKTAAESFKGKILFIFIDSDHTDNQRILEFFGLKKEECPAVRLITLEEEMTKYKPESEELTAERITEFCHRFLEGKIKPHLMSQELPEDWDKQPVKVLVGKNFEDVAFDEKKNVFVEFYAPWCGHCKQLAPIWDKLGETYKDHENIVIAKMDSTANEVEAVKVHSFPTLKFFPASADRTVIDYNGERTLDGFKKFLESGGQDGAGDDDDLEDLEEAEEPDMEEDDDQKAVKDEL
# MC4R barr agon = human MC4R agonism via beta-arrestin. P32245. U2OS MC4R beta-arrestin complementation, luminescence; percent of melanotan II response, DMSO zero. activation, % at 8.9 µM. hit rate 0.98% among 360,000. AID 540308;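 active means activation above a per-plate cutoff, the mean activation of sample wells on that plate plus 3 SD, cut at about 8% in these data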
# Active calls of the source: *; · = no result given. The order is random, and some 4.2% of all compounds hit somewhere here.
mol,m5-HT2A agonist,H9c2 protect,ABCB6 inh MLPCN,N-glyco inh,CaV13 ICDI inh,MC4R antag cAMP,ABHD5-PLIN5 inh,Exocytosis inh,PDI turbidity,MC4R barr agon
COc1ccc(-n2nc(C(=O)NCC(=O)N3CCCCCC3)c3ccccc3c2=O)cc1OC,-3,0,108,0,-4,14,2,-8,-6,-2.5
CCN1CCN(C(=O)c2cc(-c3cccnc3)nc3ccc(Br)cc23)CC1,0,19,99,3,-4,6,-2,0,6,-1.7
Cc1ccc(C(C)C)c(OCC(=O)NN2C(=O)c3ccccc3C2=O)c1,-5,-3,98,-1,-2,5,-3,-4,4,-1.7
CCC(C)N(C(=O)c1csnn1)C(C(=O)NC1CCCC1)c1ccc(F)cc1 (centres undefined),4,4,95,0,-5,6,-2,5,-6,-1.8
OC1COC(OCc2ccccc2)C(O)C1O (centres undefined),7,-6,99,-1,-6,1,3,2,-1,-0.5
COC(C[C@H](O)C[C@H](O)[C@@H](C)OCc1ccccc1)OC,3,1,97,5,-11,5,-4,5,-1,-1.5
COC(=O)[C@]12CCCCC=C1N(Cc1ccc(Cl)cc1Cl)C(=O)[C@H](CC(=O)NCc1ccccc1)C2,9,·,95,·,-10,·,-9,0,·,·
O=c1c2ccccc2nc(-c2ccccc2)n1CCCn1ccnc1,3,10,90,1,-6,2,-3,1,-7,-1.4
O=C(NCC1CCCO1)c1cccc(N2C(=O)C3C4C=CC(C4)C3C2=O)c1 (centres undefined),-4,2,87,-1,-4,4,2,-2,-1,-0.9
CCN1CC2=C(OC(N)=C(C#N)C2c2cccs2)/C(=C\c2cccs2)C1 (centres undefined),-8,2,100,-4,-8,-3,3,-1,9,-0.2
CCOc1cc2c(cc1OCC)C(c1ccc(O)c(OC)c1)NCC2 (centres undefined),-2,-1,100,-1,-7,-2,-1,14,10,-1.0
CC1=C(C(=O)OCc2ccc([N+](=O)[O-])cc2)N2C(=O)C(NC(=O)Cc3ccccc3)C2SC1 (centres undefined),-2,-4,102,0,-20,15,-4,-2,-2,-0.7

# The results go on.
mol,m5-HT2A agonist,H9c2 protect,ABCB6 inh MLPCN,N-glyco inh,CaV13 ICDI inh,MC4R antag cAMP,ABHD5-PLIN5 inh,Exocytosis inh,PDI turbidity,MC4R barr agon
O=C(NCc1nc2ccccc2[nH]1)c1ccccc1F,0,-3,100,1,-5,12,-6,14,-4,-1.0
COc1ccc(-c2[nH]ncc2C=O)cc1OC,3,3,103,3,5,0,-5,-5,0,-1.3
COC(=O)C(NC(=O)c1ccc(F)cc1)(Nc1nc(C)cs1)C(F)(F)F (centres undefined),0,41,102,2,-6,5,-3,0,1,-2.1
Cc1ccc(NC(=O)Nc2ccc(F)cc2)cc1Cl,-2,-18,100,-7,2,6,0,-2,9,2.2
Cc1ccccc1NC(=S)NCc1cccn1C,6,0,107,-1,-14,0,0,-6,-11,-2.2
O=C(Nc1ccnn1C1CCN(C(=O)c2cnsn2)CC1)c1cccc(F)c1,-4,-8,105,·,-3,-1,6,-2,9,-2.5
Cc1ccc(-c2nn(-c3ccccc3)cc2C(=O)N2CCN(c3ccccn3)CC2)cc1,2,-6,95,1,-6,-1,2,10,0,-0.8
CCOC(=O)c1c(C)[nH]c(C(=O)OCc2nc3ccsc3c(=O)[nH]2)c1C,-7,8,100,3,-7,9,-3,-5,0,-1.4
Cc1ccc(CNC(=O)/C=C/c2ccc(S(=O)(=O)NCc3ccco3)cc2)cc1,3,2,98,-2,-3,14,6,1,-9,1.8
Cc1cc(C2C(C#N)=C(N)OC3=C2C(=O)CCC3)c(C)s1 (centres undefined),7,-5,87,3,-5,4,0,-2,-3,0.1
COc1ccc(N2CC(NS(=O)(=O)c3cccnc3)CC2=O)cc1 (centres undefined),4,-1,98,-1,-6,6,-7,0,6,-3.0
CCc1ccc(NC(=O)Nc2ccsc2C(=O)OC)cc1,-5,-11,97,-14,·,7,-6,-3,6,-0.4

# 11 entries already listed, sorted by SMILES length, low to high:
mol,m5-HT2A agonist,H9c2 protect,ABCB6 inh MLPCN,N-glyco inh,CaV13 ICDI inh,MC4R antag cAMP,ABHD5-PLIN5 inh,Exocytosis inh,PDI turbidity,MC4R barr agon
Cc1ccccc1NC(=S)NCc1cccn1C,6,0,107,-1,-14,0,0,-6,-11,-2.2
COc1ccc(-c2[nH]ncc2C=O)cc1OC,3,3,103,3,5,0,-5,-5,0,-1.3
Cc1ccc(NC(=O)Nc2ccc(F)cc2)cc1Cl,-2,-18,100,-7,2,6,0,-2,9,2.2
O=C(NCc1nc2ccccc2[nH]1)c1ccccc1F,0,-3,100,1,-5,12,-6,14,-4,-1.0
CCc1ccc(NC(=O)Nc2ccsc2C(=O)OC)cc1,-5,-11,97,-14,·,7,-6,-3,6,-0.4
CCOc1cc2c(cc1OCC)C(c1ccc(O)c(OC)c1)NCC2 (centres undefined),-2,-1,100,-1,-7,-2,-1,14,10,-1.0
COc1ccc(N2CC(NS(=O)(=O)c3cccnc3)CC2=O)cc1 (centres undefined),4,-1,98,-1,-6,6,-7,0,6,-3.0
O=C(Nc1ccnn1C1CCN(C(=O)c2cnsn2)CC1)c1cccc(F)c1,-4,-8,105,·,-3,-1,6,-2,9,-2.5
COC(=O)C(NC(=O)c1ccc(F)cc1)(Nc1nc(C)cs1)C(F)(F)F (centres undefined),0,41,102,2,-6,5,-3,0,1,-2.1
CCOC(=O)c1c(C)[nH]c(C(=O)OCc2nc3ccsc3c(=O)[nH]2)c1C,-7,8,100,3,-7,9,-3,-5,0,-1.4
CC1=C(C(=O)OCc2ccc([N+](=O)[O-])cc2)N2C(=O)C(NC(=O)Cc3ccccc3)C2SC1 (centres undefined),-2,-4,102,0,-20,15,-4,-2,-2,-0.7

# Going on with the list:
mol,m5-HT2A agonist,H9c2 protect,ABCB6 inh MLPCN,N-glyco inh,CaV13 ICDI inh,MC4R antag cAMP,ABHD5-PLIN5 inh,Exocytosis inh,PDI turbidity,MC4R barr agon
Cc1ccccc1Oc1ccc2c(c1)[C@@H]1C[C@H](N(C)C(=S)Nc3ccc(F)cc3)[C@H]([C@H](C)O)C(=O)N1CC2,-1,-14,106,2,-2,10,0,2,12,1.9
Cc1cc(C(=O)O)cc(Br)c1N,-1,5,101,3,-1,-3,1,-2,5,-1.8
Cc1noc(C)c1C(=O)OCC(=O)NCc1ccc(Cl)cc1,-3,-2,103,-1,-6,4,1,0,-51,-3.5
CCN(CC)C(=O)c1nc[nH]c1C(=O)N1CCN(C(=O)OC(C)(C)C)CC1,4,1,97,3,-4,4,0,-3,0,-1.0
C=CCNC(=O)c1ccc(C2SCC(=O)N2Cc2ccccc2)cc1 (centres undefined),-3,4,95,-2,-7,-3,-3,-6,0,-2.8
C=C(C)C1CC=C(C)/C(=N/NC(=O)COc2ccccc2C)C1 (centres undefined),7,-5,100,-3,-18,6,-1,0,-3,3.7
CCOC(=O)c1[nH]c2ccccc2c1NC(=O)CCN1CC(C)OC(C)C1 (centres undefined),-3,0,100,1,-4,-6,0,7,0,-1.0
CS(=O)(=O)N(CC(=O)N1CCOCC1)c1ccccc1,4,8,94,-1,2,-3,2,0,12,-1.6
COc1ccc(C(=O)N[C@H](C(=O)NCCc2ccc3c(c2)OCCO3)C(C)C)cc1,-4,2,99,-2,-6,7,-5,-1,-1,-1.3
COc1coc(/C=C/C(=O)O)cc1=O,22*,-8,98,2,-3,-7,10,1,-5,-0.6
CCN(C(=O)COC(=O)c1n[nH]c2ccccc12)c1ccccc1,0,9,93,-6,-1,2,-5,0,0,-1.6
COc1ccc(CCNC(=O)Nc2nc(C(N)Cc3ccccc3)cs2)cc1OC (centres undefined),4,7,99,-1,-5,7,-1,0,-23,-1.3

# Remaining list, next part
mol,m5-HT2A agonist,H9c2 protect,ABCB6 inh MLPCN,N-glyco inh,CaV13 ICDI inh,MC4R antag cAMP,ABHD5-PLIN5 inh,Exocytosis inh,PDI turbidity,MC4R barr agon
COc1ccc(C(=O)NC(=S)N2CCN(c3ccccc3OC)CC2)cc1OC,5,-6,94,4,-7,1,2,2,0,-2.4
c1ccc(CC(Cc2ccccc2)c2ccccn2)cc1,-1,-8,99,0,-4,1,-15,2,-2,-0.4
COc1ccc(CCC(=O)OCC(=O)Nc2ccccc2)cc1,2,1,92,0,-5,2,0,8,6,-1.2
Cc1cc2c(=O)n(C)c(SCC(=O)NCC3CCCO3)nc2s1 (centres undefined),-2,-4,99,0,-6,6,-11,2,0,-0.5
CC1CCCC(C)N1C(=O)COC(=O)CNC(=O)c1sc2ccccc2c1Cl (centres undefined),6,-9,95,0,-16,8,8,7,-5,-1.5
CC(C)CC1Nc2ncnc(N3CCN(c4ccccc4)CC3)c2N(Cc2ccc(Br)cc2)C1=O (centres undefined),2,-2,113,-5,-9,13,9,-1,-3,0.6
CCC(=O)N1CCc2cc(S(=O)(=O)NCCCN(CC)Cc3ccccc3)ccc21,-3,-6,88,-4,·,-1,-4,-1,20,-1.2
Cc1nc(NN)nc(NCc2ccccc2)n1,-4,-6,99,1,-1,9,1,-4,2,-2.7
N#Cc1ccc(C(=O)OCc2cccc(S(=O)(=O)N3CCOCC3)c2)cc1,1,-6,96,0,-4,7,3,-2,2,-3.0
Cc1ccc(C)c(OCC(=O)Nc2nc3ccc([N+](=O)[O-])cc3s2)c1,-1,-15,86,2,-4,3,-6,0,5,2.8
O=C(COC(=O)c1cc(Br)ccc1O)Nc1ccc2c(c1)OCO2,-2,-18,92,4,-5,2,-2,2,-8,10*
CCC1CCCCN1CCNS(=O)(=O)c1ccc2c(c1)CCN2C(C)=O (centres undefined),-3,-10,104,-1,-4,1,4,4,-5,-2.1

# (further entries)
mol,m5-HT2A agonist,H9c2 protect,ABCB6 inh MLPCN,N-glyco inh,CaV13 ICDI inh,MC4R antag cAMP,ABHD5-PLIN5 inh,Exocytosis inh,PDI turbidity,MC4R barr agon
Cc1ccc(-n2c(C)cc(/C=C3/C(=N)N4C(c5ccccc5)=CSC4=NC3=O)c2C)cc1,-2,-2,89,-4,-5,4,-1,4,-7,-0.8
CC1Cc2ccccc2N1CC(=O)c1c(N)n(Cc2ccccc2)c(=O)n(C)c1=O (centres undefined),1,-3,99,-1,-4,9,4,0,-4,-0.8
O=C(O)CCCN=C1NC2(CCCC2)Cc2ccccc21,-1,3,93,2,-6,-3,3,0,3,0.4
CC1(C)Cc2c(sc3c2c2ncnn2c2nnc(SCC(=O)NCc4ccco4)n32)CO1,2,8,100,2,-4,5,-5,0,0,-1.2
Cc1ccc(C(=O)N/C(=C/c2ccc(-c3cccc([N+](=O)[O-])c3)o2)C(=O)NC(C)(C)C)cc1,12,15,104,-3,-6,6,-3,-5,2,4.8
O=C(CSc1nnc(C2CC2)n1C1CC1)c1cccs1,-1,20,92,-2,-6,7,0,-6,-16,-0.6
